# Screening results (PubChem BioAssay)
# LmPK inhibitor: qHTS Assay for Inhibitors of Leishmania Mexicana Pyruvate Kinase (LmPK); Q27686; purified LmPK, Kinase-Glo ATP luminescence, 1 h; Potency, µM (highest dose often 57.5 µM), for inactives: at the top dose activity change, negative = inhibition, actives largely listed as inhibitors; hit rate 0.37% among 290,000; note: potency is the fitted concentration of half-maximal effect
# Target sequence (Q27686 whole entry, looked up): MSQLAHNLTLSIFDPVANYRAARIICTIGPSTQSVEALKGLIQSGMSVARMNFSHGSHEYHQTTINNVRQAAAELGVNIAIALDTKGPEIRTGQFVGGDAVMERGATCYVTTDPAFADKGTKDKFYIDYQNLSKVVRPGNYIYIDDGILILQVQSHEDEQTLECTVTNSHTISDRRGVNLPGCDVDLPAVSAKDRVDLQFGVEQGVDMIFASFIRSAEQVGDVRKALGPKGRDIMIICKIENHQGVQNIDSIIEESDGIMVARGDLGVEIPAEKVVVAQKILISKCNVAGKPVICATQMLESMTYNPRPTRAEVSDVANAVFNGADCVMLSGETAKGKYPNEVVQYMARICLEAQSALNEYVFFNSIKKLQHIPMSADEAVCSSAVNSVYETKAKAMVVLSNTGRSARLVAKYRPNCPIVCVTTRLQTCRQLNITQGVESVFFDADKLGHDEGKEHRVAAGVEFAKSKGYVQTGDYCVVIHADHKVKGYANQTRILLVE
#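 Purified LmPK (0.1 nM) converted ADP (0.1 mM) to ATP with PEP (0.5 mM) in imidazole buffer pH 7.2 with KCl and MgCl2, 1 h at room temperature. ATP was read by Kinase-Glo luminescence; data normalized to uninhibited and no-enzyme controls.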
# AMA1-RON2 inh: qHTS for Inhibitors of AMA1-RON; Towards Development of Antimalarial Drug Lead: Primary Screen. AlphaScreen AMA1-biotinylated RON2 peptide binding. Potency, µM (top dose mostly 58.2 µM), inactives show at the top dose activity change, negative = inhibition, actives largely listed as inhibitors. hit rate 0.2% among 360,000. AID 720542, 2013;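 note: potency is the fitted concentration of half-maximal effect; 0% = vehicle wells and -100% = peptide control; nearly all actives have a fitted effect of over 45% in size; some results filed as inactive show a strong effect at the top dose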
#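 AMA1 (3D7) with his tag at 25 nM final met compounds first, then biotinylated RON2 peptide at 25 nM; detection used donor plus acceptor beads, 10 µg/mL apiece, read by AlphaScreen after 30 min at room temperature.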
# HCMV antiviral: qHTS Assay for inhibitors of the human cytomegalovirus (HCMV); activity change, negative = inhibition, % at 57.5 µM; HFF cells, HCMV-luciferase reporter, 72 h; active compounds read low; hit rate 4.5% among 410,000; AID 1259415, 2018; in the data active = activity change below about -60%; inconclusive = no clear call, values can overlap the other calls; inactive = above about -39%
#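 Steps: HFFs plated, 16 h 37C; compounds added; HCMV-luciferase added to MOI 1 PFU/cell; 72 h 37C; OneGlo reagent, 5 min room temperature; luminescence read, normalized to controls.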
# AmpC detergent: qHTS Inhibitors of AmpC Beta-Lactamase (assay with detergent); P00811; AmpC hydrolysis of nitrocefin, absorbance 480 nm, 0.01% Triton; Potency, µM (doses to about 114 µM), for the others: at the top dose activity change, negative = inhibition, usual class: inhibitors; AID 485294, 2010; hit rate 0.041% among 370,000;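 note: potency is the fitted concentration of half-maximal effect; 0% = no-compound wells and -100% = no-enzyme wells; nearly all actives have a fitted effect of over 25% in size; some results filed as inactive show a strong effect at the top dose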
# Target sequence (P00811 whole entry, looked up): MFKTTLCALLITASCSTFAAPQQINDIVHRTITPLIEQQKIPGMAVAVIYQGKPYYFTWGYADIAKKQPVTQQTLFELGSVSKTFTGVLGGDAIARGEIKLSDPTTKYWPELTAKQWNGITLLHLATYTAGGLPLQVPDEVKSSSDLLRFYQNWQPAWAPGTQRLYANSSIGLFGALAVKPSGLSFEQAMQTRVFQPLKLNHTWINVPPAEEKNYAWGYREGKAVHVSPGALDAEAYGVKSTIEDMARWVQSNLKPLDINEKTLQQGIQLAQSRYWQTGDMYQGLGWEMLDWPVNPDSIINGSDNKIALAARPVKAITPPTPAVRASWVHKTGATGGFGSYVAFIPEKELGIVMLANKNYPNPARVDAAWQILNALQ
#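 AmpC (5.3 nM in the dispensed reagent) in 20 mM phosphate pH 7.0 with 0.01% (detergent screen) or 0.0001% Triton X-100 was preincubated with compounds for 15 min at room temperature. Nitrocefin was then added from an 800 uM solution, and hydrolysis was followed at 480 nm.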
# AmpC no deterg: qHTS Inhibitors of AmpC Beta-Lactamase (assay without detergent); Potency, µM (doses to about 57.1 µM), without a hit: at the highest dose activity change, negative = inhibition, most hits filed as inhibitors; AID 485341, 2010; AmpC nitrocefin hydrolysis, absorbance 480 nm, 0.0001% Triton; hit rate 0.52% among 330,000; P00811;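 note: potency is the fitted concentration of half-maximal effect; plate controls were no compound for no effect and no enzyme for full effect; nearly all actives have a fitted effect of over 20% in size; some results filed as inactive show a strong effect at the top dose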
#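 AmpC (5.3 nM in the dispensed reagent) in 20 mM phosphate pH 7.0 with 0.01% (detergent screen) or 0.0001% Triton X-100 was preincubated with compounds for 15 min at room temperature. Nitrocefin was then added from an 800 uM solution, and hydrolysis was followed at 480 nm.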
# Tb PYK inh: qHTS of Trypanosoma Brucei Inhibitors; pyruvate kinase (Trypanosoma brucei), Q57TT1; Potency, µM (doses to about 76.8 µM), inactives show at the highest dose activity, negative = inhibition, usual class: inhibitors; TbPYK enzyme, Kinase-Glo Plus ATP luminescence, 45 min; hit rate 0.12% among 410,000; note: potency is the fitted concentration of half-maximal effect; nearly all actives have a fitted effect of over 50% in size
#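 Luminescent Kinase-Glo Plus end-point after 45 min room-temperature reaction of T. brucei pyruvate kinase started with 130 uM ADP (final). Buffer TEA 50 mM pH 7.2 with KCl, MgCl2, BSA, Tween-20; titration-based qHTS with fitted concentration-effect curves.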
# Sm TGR inh: qHTS Assay for the Inhibitors of Schistosoma Mansoni Peroxiredoxins; Schistosoma mansoni thioredoxin glutathione reductase (TGR), Q962Y6; purified TGR, DTNB reduction, TNB absorbance 405 nm; Potency, µM (doses to about 114 µM), for inactives: top-dose activity change, negative = inhibition, usual class: inhibitors; hit rate 3% among 360,000; AID 485364, 2010; note: potency is the fitted concentration of half-maximal effect; nearly all actives have a fitted effect of over 60% in size
#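 First, TGR (20 nM dispensed) and NADPH were mixed with compound. Second, a 15 min room-temperature incubation followed. Third, further NADPH and then DTNB were added to start the reaction. Finally, TNB absorbance was monitored kinetically.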
# Active calls of the source: *; ? = inconclusive; . = no result given; & = joins results of further samples; [ ] = dose if it differs, or a comment. Unless noted, calls come from the whole dose curve; as a rule, active = well fitted curve in the direction sought with a large enough effect; inconclusive = small, poorly fitted or top-dose-only effect, or another doubt; inactive = no such curve, though single readings can be large; an effect the other way counts as inactive or inconclusive. Unless noted, % is set by controls: 0 for no effect and ±100 for the full control effect.
SMILES,LmPK inhibitor,AMA1-RON2 inh,HCMV antiviral,AmpC detergent,AmpC no deterg,Tb PYK inh,Sm TGR inh
COc1ccc(N2Nc3n[nH]c(N)c3N2)cc1,-2%,28%,29,0%,-30%,-1%,-18%
Cc1cc(C)c(C#N)c(SCc2ccc(C#N)cc2)n1,-11%,-2%,-17,-8%,-9%,-12%,-1%
COC(=O)c1cc(C(=O)c2cc(Cl)ccc2O)coc1=N,0%[11.5 µM],-8%,-22,0%,-27%,-6%,15%
CC1(C)Cc2c(C#N)c(NCCc3ccccc3)nc(-c3ccco3)c2CO1,-1%,8%,-3,-8%,-25%,?,?
COc1ccc(OC)c(CNC(=O)C2CCC(=O)N(CCCN3CCCC3=O)C2)c1 (stereo not given),-12%,7%,1,-11%,-4%,3%,-18%
CCN1CCC(CNCc2cn(-c3ccc(OC)cc3)nc2-c2ccccc2Cl)C1 (stereo not given),4%,-8%,-71*,-3%,77%[activator],-6%,-15%
O=S(=O)(Nc1cccc(-c2ccc(N3CCCC3)nn2)c1)c1ccccc1C(F)(F)F,.,.,7,-2%,.,3%,1%
CC(=O)Nc1sc(C)c(C)c1CN1CCN(Cc2ccccc2)CC1,-1%,-14%,51,-6%,-1%[2.29 µM],-1%,?
CC(C)c1ccc(NC(=O)Cn2nnc(C(=O)NCc3ccc(Cl)cc3)c2N)cc1,.,.,29,4%,.,0%,5%
O=C(COCc1cc(-c2ccc3c(c2)OCO3)on1)Nc1cc(C(F)(F)F)ccc1Cl,.,.,8,22%,.,1%,6%
O=C(CCC(=O)c1ccc(Oc2ccccc2)cc1)Nc1ccc(C(=O)O)cc1,2%,5%,4,-2%,-25%,1%,0%
CC(C)NC(=O)Nc1ccc2c(c1)C(=O)N([C@H](C)CO)C[C@H](C)[C@@H](CN(C)Cc1ccc(C(F)(F)F)cc1)OCCCC[C@H](C)O2,.,-1%,-3,.,.,-1%,.
CC(C)CCSc1nnc(Cn2c(=O)sc3ccccc32)n1C,5%,7%,7,?,1%,2%,-10%
COc1ccc(-c2cc(C(C)=O)c(C)n2CCC(=O)Nc2cc(Cl)ccc2C)cc1,.,.,0,3%,.,-6%[15.4 µM],-2%
Cn1c(C(=O)N2CCN(C3CCCCC3)CC2)cc2c(=O)n(C)c3ccccc3c21,1%,.,.,?,-9%,.,-12%
CC1CCc2onc(C(=O)N3CCN(c4cccc(C(F)(F)F)c4)CC3)c2C1 (stereo not given),.,.,?,4%,.,7%,1%
CCN(CC(=O)Nc1ccccc1C(F)(F)F)C(=O)/C=C/c1ccc(Cl)c([N+](=O)[O-])c1,.,12%,-17,0%,-14%,2%,4%
O=C(c1cc(-c2ccccc2)nc2ccccc12)N1CCN(C2CCS(=O)(=O)C2)CC1 (stereo not given),.,0%,51,-3%,130%[activator],-12%,1%
O=C(Nc1ccc(F)c(F)c1)c1ccc(=O)n(Cc2ccc(F)cc2)c1,.,.,-13,1%,.,1%,-3%
CCc1ccccc1NC(=O)c1oc(=O)c2ccccc2c1-c1ccccc1,.,.,-1,1%,.,6%,10%
O=C(Nc1ccc(-c2nc3ccccc3o2)cc1)c1ccc(N2CCOCC2)c([N+](=O)[O-])c1,-2%,10%,?,5%,-19%,6%,-29%
Clc1ccc(-c2n[nH]c3c2CCC3)cc1Cl,3%,-12%,-30,-4%,-7%,?,7%
Cc1cc(/C=C2\SC(=S)N(C)C2=O)c(C)n1-c1ccc(O)cc1,1%,-15%,-97*,1%,-49%,-3%,?
CCO/N=C(/C)c1c(O)cc(-c2ccccc2)n(-c2ccccc2)c1=O,2%,1%,-22,-4%,-8%,3%,4%
Cc1ccccc1N(C(=O)c1snc(C(N)=O)c1N)C(C(=O)NCc1ccccc1)c1ccc(O)cc1 (stereo not given),5%,-1%,18,0%,-27%,3%,-2%

# The final 2 compounds of the section before come first, to join the parts:
SMILES,LmPK inhibitor,AMA1-RON2 inh,HCMV antiviral,AmpC detergent,AmpC no deterg,Tb PYK inh,Sm TGR inh
CCO/N=C(/C)c1c(O)cc(-c2ccccc2)n(-c2ccccc2)c1=O,2%,1%,-22,-4%,-8%,3%,4%
Cc1ccccc1N(C(=O)c1snc(C(N)=O)c1N)C(C(=O)NCc1ccccc1)c1ccc(O)cc1 (stereo not given),5%,-1%,18,0%,-27%,3%,-2%
CN(CC(=O)NCCN1CCOCC1)S(=O)(=O)c1ccc(F)cc1,-5%,19%,-13,3%,0%,-18%,5%
N[C@@H](Cc1ccccc1)C(=O)N1CCOCC1,.,6%,-3,0%,-11%,0%,-23%
C[C@H](CO)N1C[C@H](C)[C@@H](CN(C)Cc2ccccc2)Oc2c(NS(=O)(=O)c3ccc(F)cc3)cccc2C1=O,.,2%,-11,.,112%[activator],1%,.
CC1CCCN(CCCN2C(=O)C3C(C(=O)Nc4ccc(Cl)cc4)C4C=CC3(O4)C2C(=O)NC2CCCCC2)C1 (stereo not given),1%,-3%,10,-9%,-1%,-1%,2%
COc1cccc(NS(=O)(=O)NC(=O)c2c[nH]c3ccccc23)c1,-4%,-9%,-25,-2%,69%[activator],1%,0%
CN1CCC(OC(=O)c2ccco2)CC1,-3%,0%,0,4%,-17%,2%,-11%
O=C(NC1CCCCC1)c1ccccc1NC(=S)NC(=O)C1CC1,-1%,-3%,-5,?,-20%,-10%,-4%
Cn1ncc2c(Nc3ccc(Cl)c(Cl)c3)ncnc21,9%,-6%,-38,-2%,-2%,2%,14%
O=C(Nc1ccc2c(c1)OCO2)c1ccc(Cl)cc1Cl,-9%,2%,108,6%,-1%,1%,-22%
COc1ccccc1N1CCN(S(=O)(=O)c2ccc3c4c(cccc24)C(=O)N3)CC1,-2%,-8%,23,-14%,30%,3%,-6%
O=C(Cn1ccc2ccccc2c1=O)N1CCN(c2cccc(Cl)c2)CC1,-4%,11%,-3,-3%,-24%,-5%,13%
Cc1ccnc2nc(C(=O)Nc3nnc(-c4ccc(Cl)cc4)o3)nn12,?,35%,-15,1%,-18%,?,-9%
CC(O)c1cc2c(cc1NC(=O)c1cnn3c1NC(c1ccco1)CC3C(F)(F)F)OCO2 (stereo not given),-11%,-2%,-34,-1%,-53%,6%,-28%
c1ccc(CSc2nnnn2-c2ccc3c(c2)OCCO3)nc1,10%,0%,13,?,-14%,1%,1%
COc1ccc(CNC(=O)C(c2ccco2)N(C(=O)c2snc(C(N)=O)c2N)c2ccccc2OC)cc1 (stereo not given),-1%,-3%,0,3%,-10%,1%,-19%
O=C(NCCc1nc2ccccc2[nH]1)c1ccc(Br)o1,5%,-4%,-6,-9%,-14%,-6%,-4%
CCCN(C)C1CN(Cc2cn(Cc3ccccc3)nn2)S(=O)(=O)C1 (stereo not given),.,19%,18,.,.,2%,.
CCCN(CCC)CCCNC(=O)c1cn(-c2ccc(OC)cc2)c(=O)c2ccccc12,2%,11%,4,-3%,-3%,0%,-6%
COc1ccc(-c2cc3nc(-c4ccc(Br)cc4)cc(C(F)(F)F)n3n2)cc1,.,.,8,11%,.,-4%,-9%
COc1cccc(NC(=O)COC(=O)C2CC3CCCC(C2)C3=O)c1 (stereo not given),.,1%,-11,-3%,-14%,-1%,-2%
CCC(=O)N1CCc2cc(S(=O)(=O)NC(Cc3ccccc3)C(=O)O)ccc21 (stereo not given),-4%,-2%,?,-15%&8%,-12%,5%&-7%,1%&8%
COc1ccc(-c2cc3nc4n(c(=O)c3s2)CCCCC4)cc1,5%,-4%,31,0%,13%,2%,8%
C=CCN1C(c2ccc(OCC)cc2)=CS/C1=C(\C#N)c1nnc2n1CCCCC2,3%,-20%,-60*,4%,75%[activator],-3%,-9%
CC[C@@]1(C(=O)OC)N[C@H](CN(C)C(=O)c2ccc(C(C)(C)C)cc2)[C@@H]2C(=O)N(Cc3ccccc3)C(=O)[C@@H]21,.,1%,-20,.,-2%,0%,.
CC(CNC(=O)c1ccc(CSc2nc3ccncc3n2Cc2ccccc2)cc1)c1ccccc1 (stereo not given),.,.,-36,12%,.,3%,0%

# Other results follow:
SMILES,LmPK inhibitor,AMA1-RON2 inh,HCMV antiviral,AmpC detergent,AmpC no deterg,Tb PYK inh,Sm TGR inh
O=C(CSc1nc2ccccc2c(=O)[nH]1)Nc1ccccc1C(F)(F)F,-12%,-14%,-22,-3%,?,7%,7%
O=c1oc2ccc3ccccc3c2cc1-c1nnc(Nc2cccc(C(F)(F)F)c2)s1,.,.,0,3%,.,1%,?
COC(=O)c1sccc1NC(=O)/C=C/c1c(Cl)cccc1Cl,1%,9%,-1,2%,-22%,-6%,-9%
Cc1noc(Cn2c(=O)c3cc4c(cc3n(CC(=O)Nc3cccc(Cl)c3)c2=O)OCO4)n1,.,.,6,-9%,.,-15%,-11%
CCOC(=O)c1c(S(=O)(=O)NC2CCN(C(=O)OCC)CC2)c(C)n(C)c1C,-2%,2%,-4,-3%,29%,3%,-10%
CN(C)c1ccc(Nc2ncnc3c2c(-c2ccccc2)cn3-c2cccc(Cl)c2)cc1,.,.,?,-5%,.,-7%,-4%
Cc1ccc(-c2nnc(/C=C/c3ccccc3)o2)cc1,-5%,7%,2,?,-15%,6%,2%
COCCNC(=O)CCC1CCN(Cc2cccc(-c3ccc(C)o3)c2)CC1,4%,-1%,-2,-9%,152%[activator],-6%,40µM*
CCCOC(=O)c1ccc(NC(=O)C(=O)NCCN(CC)CC)cc1,1%,-6%,7,4%,3%,2%,.
CC(C)C1C(=O)N(Cc2cn(CCC3OCCO3)nn2)CCS(=O)(=O)N1Cc1ccc(-c2ccccc2C(F)(F)F)cc1 (stereo not given),.,-9%,-13,.,.,2%,.
CN(CCO)c1ncnc2c1sc1nc(N3CCOCC3)c3c(c12)CCC3,0%,4%,28,?,-24%,27%,0%
COc1ccc(-c2onc(C)c2C)cc1S(=O)(=O)Nc1ccc(OC(F)(F)F)cc1,.,.,33,0%,.,-7%,-2%
COC(=O)c1cc2oc3ccccc3c2n1CC(=O)Nc1ccc(C)cc1Cl,.,.,25,27%,.,1%,10%
